# Screens as filed in PubChem.
# TcdB GH inh: TcdB glycohydrolase inhibition. P18177. TcdB glycohydrolase enzymatic assay, plate reader. inhibition, % at 9.99 µM. actives 0.24% (n = 350,000). AID 652162; in the data active means inhibition above about 10%
# Target sequence (P18177 whole entry, looked up): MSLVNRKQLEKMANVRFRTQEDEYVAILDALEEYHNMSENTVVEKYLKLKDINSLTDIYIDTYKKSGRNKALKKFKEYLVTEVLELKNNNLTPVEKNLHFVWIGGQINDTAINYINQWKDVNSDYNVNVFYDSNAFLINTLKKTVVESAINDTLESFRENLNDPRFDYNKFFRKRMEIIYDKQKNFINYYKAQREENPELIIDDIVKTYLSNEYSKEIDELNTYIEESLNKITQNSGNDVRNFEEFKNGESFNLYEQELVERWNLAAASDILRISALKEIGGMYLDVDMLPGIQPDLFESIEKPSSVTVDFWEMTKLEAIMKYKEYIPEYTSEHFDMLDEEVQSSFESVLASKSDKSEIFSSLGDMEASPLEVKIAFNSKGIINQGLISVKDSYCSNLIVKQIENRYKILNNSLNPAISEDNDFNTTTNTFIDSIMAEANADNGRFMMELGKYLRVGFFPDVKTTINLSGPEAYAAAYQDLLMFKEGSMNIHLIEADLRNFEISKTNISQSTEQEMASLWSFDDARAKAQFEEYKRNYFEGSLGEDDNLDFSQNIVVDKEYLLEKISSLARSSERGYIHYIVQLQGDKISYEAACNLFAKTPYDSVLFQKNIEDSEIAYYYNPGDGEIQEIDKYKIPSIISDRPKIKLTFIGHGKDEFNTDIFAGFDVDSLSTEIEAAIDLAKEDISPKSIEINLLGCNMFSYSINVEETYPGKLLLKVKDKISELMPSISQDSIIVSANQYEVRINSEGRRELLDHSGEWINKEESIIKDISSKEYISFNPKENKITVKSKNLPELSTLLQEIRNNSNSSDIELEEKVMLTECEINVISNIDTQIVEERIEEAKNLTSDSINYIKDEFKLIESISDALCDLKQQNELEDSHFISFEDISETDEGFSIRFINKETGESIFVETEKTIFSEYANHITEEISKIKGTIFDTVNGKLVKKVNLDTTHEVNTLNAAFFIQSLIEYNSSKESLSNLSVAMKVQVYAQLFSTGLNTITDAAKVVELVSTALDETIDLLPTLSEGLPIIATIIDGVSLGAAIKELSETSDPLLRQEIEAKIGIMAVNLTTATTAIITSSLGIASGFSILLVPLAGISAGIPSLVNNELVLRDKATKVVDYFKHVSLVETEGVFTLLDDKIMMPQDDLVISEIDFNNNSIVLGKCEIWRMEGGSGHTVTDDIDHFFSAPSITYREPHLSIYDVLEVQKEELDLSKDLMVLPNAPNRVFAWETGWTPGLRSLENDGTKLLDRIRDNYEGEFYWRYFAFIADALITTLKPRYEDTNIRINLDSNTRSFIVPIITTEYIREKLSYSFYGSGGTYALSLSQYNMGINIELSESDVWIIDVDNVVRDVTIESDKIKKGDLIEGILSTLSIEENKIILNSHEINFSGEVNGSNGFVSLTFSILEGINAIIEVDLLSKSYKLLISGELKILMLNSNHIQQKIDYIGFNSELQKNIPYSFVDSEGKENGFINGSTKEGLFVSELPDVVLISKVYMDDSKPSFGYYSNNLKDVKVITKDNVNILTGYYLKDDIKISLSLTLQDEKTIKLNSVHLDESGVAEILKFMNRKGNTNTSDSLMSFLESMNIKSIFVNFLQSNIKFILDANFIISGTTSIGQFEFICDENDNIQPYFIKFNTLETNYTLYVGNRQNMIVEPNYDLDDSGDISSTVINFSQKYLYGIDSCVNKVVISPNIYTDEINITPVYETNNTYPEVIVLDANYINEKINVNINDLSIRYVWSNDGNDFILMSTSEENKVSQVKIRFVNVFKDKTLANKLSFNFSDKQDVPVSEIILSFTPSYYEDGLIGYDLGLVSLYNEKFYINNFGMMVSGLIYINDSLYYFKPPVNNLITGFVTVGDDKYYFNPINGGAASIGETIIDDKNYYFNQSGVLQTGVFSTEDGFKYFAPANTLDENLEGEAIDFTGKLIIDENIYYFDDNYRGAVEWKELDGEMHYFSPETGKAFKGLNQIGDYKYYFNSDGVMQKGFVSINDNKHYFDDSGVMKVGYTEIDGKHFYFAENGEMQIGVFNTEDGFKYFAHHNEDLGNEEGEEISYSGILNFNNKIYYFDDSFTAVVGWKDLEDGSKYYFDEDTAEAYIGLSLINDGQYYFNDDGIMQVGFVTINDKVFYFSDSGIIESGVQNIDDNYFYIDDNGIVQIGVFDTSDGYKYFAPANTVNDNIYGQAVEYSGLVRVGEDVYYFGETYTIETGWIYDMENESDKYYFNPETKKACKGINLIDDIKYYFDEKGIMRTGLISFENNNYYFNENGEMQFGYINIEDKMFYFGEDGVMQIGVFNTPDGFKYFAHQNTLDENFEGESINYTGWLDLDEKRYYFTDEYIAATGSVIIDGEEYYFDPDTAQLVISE
# The depositor's hits bear a star; & = joins results of further samples. This is a subset, so the mix of outcomes need not match the whole.
SMILES,TcdB GH inh
C[C@H](CO)N1C[C@H](C)[C@@H](CN(C)C(=O)c2cccnc2)Oc2cc(-c3cccc(C#N)c3)ccc2S1(=O)=O,-2.0
CC(C)CC#Cc1ccc2c(c1)O[C@H](CN(C)CC1CC1)[C@H](C)CN([C@@H](C)CO)S2(=O)=O,-2.5
N#C[C@@H]1[C@H](c2ccccc2C2=CCCCC2)[C@H](CO)N1C(=O)C1CCOCC1,1.0
C[C@@H](NC(=O)C[C@H]1C=C[C@H](NC(=O)Cc2ccccn2)[C@@H](CO)O1)c1ccccc1,-0.5
C[C@H](CO)N1C[C@H](C)[C@@H](CN(C)C(=O)NC2CCCCC2)OCCCC[C@H](C)Oc2ccc(NC(=O)Nc3ccc(F)cc3)cc2C1=O,0.1
C[C@@H]1CCCCO[C@H](CN(C)Cc2ccc(C(=O)O)cc2)[C@H](C)CN([C@H](C)CO)C(=O)c2cc(NS(=O)(=O)c3ccc(F)cc3)ccc2O1,1.1
COC(=O)C[C@@H]1CC[C@@H]2[C@@H](COc3ccc(NC(=O)Nc4cc(C)cc(C)c4)cc3C(=O)N2C)O1,-0.1
CC(=O)N(C)C[C@H]1Oc2cc(C#CC3(O)CCCC3)ccc2S(=O)(=O)N([C@H](C)CO)C[C@H]1C,1.1
COc1ccc(S(=O)(=O)Nc2cccc3c2O[C@H](CN(C)S(=O)(=O)c2cccs2)[C@H](C)CN([C@H](C)CO)C3=O)cc1,-0.9
Cc1noc(C)c1S(=O)(=O)Nc1ccc2c(c1)C(=O)N([C@H](C)CO)C[C@H](C)[C@@H](CN(C)C(=O)Nc1ccc(C(F)(F)F)cc1)OCCCC[C@H](C)O2,-4.3
O=C(C[C@@H]1CC[C@H]2[C@@H](COC[C@H](O)CN2S(=O)(=O)c2ccc(F)cc2)O1)NCC1CCCCC1,-0.5
CCC(=O)N(C)C[C@@H]1Oc2cc(C#CCN(C)C)ccc2S(=O)(=O)N([C@H](C)CO)C[C@@H]1C,-0.4
CNC(=O)C[C@@H]1CC[C@@H]2[C@H](COc3ccc(NC(=O)Nc4ccc(F)c(F)c4)cc3C(=O)N2C)O1,1.3
O=C(c1ccc2c(c1)OCO2)N1CC2(C1)[C@@H](c1ccccc1)[C@@H](CO)N2C(=O)C1CCC1,-1.3
Cc1ccc(S(=O)(=O)N(C)C[C@H]2Oc3ccc(NC(=O)CCCN(C)C)cc3C(=O)N([C@@H](C)CO)C[C@H]2C)cc1,0.8

# Next part; the last 3 above are carried over.
SMILES,TcdB GH inh
CNC(=O)C[C@@H]1CC[C@@H]2[C@H](COc3ccc(NC(=O)Nc4ccc(F)c(F)c4)cc3C(=O)N2C)O1,1.3
O=C(c1ccc2c(c1)OCO2)N1CC2(C1)[C@@H](c1ccccc1)[C@@H](CO)N2C(=O)C1CCC1,-1.3
Cc1ccc(S(=O)(=O)N(C)C[C@H]2Oc3ccc(NC(=O)CCCN(C)C)cc3C(=O)N([C@@H](C)CO)C[C@H]2C)cc1,0.8
COc1ccccc1NC(=O)N1C[C@@H]2[C@H](c3ccccc31)[C@H](CO)N2C(=O)C1CCCC1,0.4
CC(C)CC#Cc1ccc2c(c1)O[C@@H](CN(C)C(=O)C1CCCCC1)[C@@H](C)CN([C@@H](C)CO)S2(=O)=O,0.7
C[C@@H]1CN([C@@H](C)CO)S(=O)(=O)c2ccc(-c3ccc(C#N)cc3)cc2O[C@@H]1CN(C)C,0.1
C[C@@H]1CN([C@H](C)CO)C(=O)c2cccc(NC(=O)c3ccc(-c4nccs4)cc3)c2O[C@@H]1CN(C)S(=O)(=O)c1ccccc1,-0.1
O=C(Nc1ccccc1F)N1CC(=O)N2[C@H](CO)[C@H](c3ccc(C#Cc4ccccc4)cc3)[C@H]2C1,0.3
COc1ccccc1-c1cn(CC[C@@H]2CC[C@H](NC(=O)CCN3CCCCC3)[C@@H](CO)O2)nn1,-0.1
CO[C@@H]1CN(C)C(=O)c2cc(NC(=O)C3CCC3)ccc2OC[C@@H](C)N(Cc2ccncc2)C[C@H]1C,0.8
COc1ccc(NC(=O)N2CC[C@@H]3[C@H]2c2cc(Br)ccc2N(C)[C@@H]3CO)cc1,1.1
C[C@@H]1CN([C@H](C)CO)C(=O)c2cc(NS(=O)(=O)c3cn(C)cn3)ccc2O[C@@H]1CN(C)CC1CC1,-2.7
CCCNC(=O)C[C@H]1CC[C@H]2[C@@H](COc3ccc(NC(=O)c4cccc(Cl)c4)cc3C(=O)N2C)O1,-1.7
COc1ccccc1CN1CC2(C1)[C@H](c1ccccc1)[C@@H](CO)N2Cc1ccccc1,-0.1
CCCN(C)C[C@H]1Oc2cc(-c3cccc(C#N)c3)ccc2S(=O)(=O)N([C@H](C)CO)C[C@H]1C,-0.1
COc1ccc2c3c([nH]c2c1)[C@H](CO)N(C(=O)NC(C)C)CC31CCN(C(=O)NC2CCCC2)CC1,-2.0
O=C(NC1CCCC1)N1CC(=O)N2[C@H](C1)[C@@H](c1ccc(/C=C/c3ccccc3)cc1)[C@@H]2CO,-2.2
CO[C@@H]1CC[C@H]2CCN(C)C(=O)C[C@H](c3ccccc3)CN(C)C(=O)c3cc(C#N)ccc3OC[C@@H]1O2,0.3
CC(C)NC(=O)NCC[C@@H]1CC[C@H](NC(=O)CN(C)C)[C@@H](CO)O1,-0.1
Cc1cc(C(=O)Nc2cccc3c2O[C@@H](CN(C)Cc2ccc(C(F)(F)F)cc2)[C@@H](C)CN([C@@H](C)CO)C3=O)n(C)n1,-0.7
O=C(Nc1nccs1)[C@@H]1[C@@H](CO)[C@@H]2Cn3c(cccc3=O)[C@@H]2N1C(=O)C1CCCCC1,0.3
C[C@@H]1CN([C@@H](C)CO)C(=O)c2cc(NS(=O)(=O)c3ccc(Cl)cc3)ccc2O[C@H]1CN(C)Cc1ccc(Oc2ccccc2)cc1,0.5
Cc1noc(C)c1S(=O)(=O)N(C)C[C@@H]1OCCCC[C@H](C)Oc2ccc(NS(=O)(=O)c3ccccc3)cc2C(=O)N([C@H](C)CO)C[C@H]1C,0.8
C[C@H](CO)N1C[C@H](C)[C@@H](CN(C)Cc2cccnc2)Oc2ncc(C3=CCCCC3)cc2C1=O,-2.1
CN(C)C(=O)[C@H]1[C@H](CO)[C@H]2Cn3c(ccc(-c4cccnc4)c3=O)[C@@H]1N2C(=O)NC1CCCC1,-0.2
C[C@H]1CN([C@@H](C)CO)C(=O)Cc2cc(NC(=O)C3CC3)ccc2O[C@@H]1CN(C)S(C)(=O)=O,-0.6
CCCC#Cc1ccc([C@@H]2[C@H](CO)N3CCCCN(C(=O)c4ccc5c(c4)OCO5)C[C@@H]23)cc1,1.8
N#C[C@H]1N[C@H](CO)[C@H]1c1ccc(C2=CCCC2)cc1,0.3
CCC(=O)N(C)C[C@H]1Oc2cc(-c3cccc(C#N)c3)ccc2S(=O)(=O)N([C@H](C)CO)C[C@@H]1C,0.9
O=C(C[C@@H]1C[C@@H]2c3cc(NC(=O)C4CCOCC4)ccc3O[C@@H]2[C@H](CO)O1)NCCc1ccccc1,-0.7
O=C(C[C@@H]1CC[C@H]2[C@@H](COC[C@@H](O)CN2Cc2ccc(F)cc2)O1)NCCc1ccccc1,-1.5
COc1ccc(C#Cc2cnc3c(c2)C(=O)N([C@H](C)CO)C[C@@H](C)[C@@H](CN(C)C(=O)CN(C)C)O3)cc1,0.9
C[C@H]1CCCCO[C@@H](CN(C)CC2CCCCC2)[C@@H](C)CN([C@@H](C)CO)C(=O)c2cc(NS(=O)(=O)c3cn(C)cn3)ccc2O1,0.7
O=C(Nc1ccc(Cl)cc1)N[C@@H]1CC[C@H](CCn2cc(-c3ccccc3F)nn2)O[C@@H]1CO,0.2
O=C(C[C@H]1CC[C@@H](NC(=O)Nc2ccccc2F)[C@H](CO)O1)NCc1ccccc1,-0.3
CO[C@H]1CN(C)C(=O)c2cc(NC(C)=O)ccc2OC[C@@H](C)N(Cc2ccncc2)C[C@H]1C,-1.3
CCS(=O)(=O)Nc1ccc2c(c1)C(=O)N(C)C[C@H](OC)[C@H](C)CN(C(=O)NC(C)C)[C@H](C)CO2,-1.4
C[C@@H]1CN([C@@H](C)CO)S(=O)(=O)c2ccc(-c3ccccc3F)cc2O[C@@H]1CN(C)C,-0.4
O=S(=O)(Cc1ccccc1)NCC[C@@H]1CC[C@@H](NS(=O)(=O)c2ccccc2)[C@H](CO)O1,0.4
O=C(NCC1CC1)[C@@H]1[C@@H](CO)[C@@H]2Cn3c(ccc(-c4ccncc4)c3=O)[C@H]1N2CC1CC1,0.9
C[C@H]1CN([C@@H](C)CO)C(=O)Cc2cc(NC(=O)NC3CCCCC3)ccc2O[C@@H]1CN(C)CC1CCCCC1,0.0
C[C@H]1CN([C@@H](C)CO)C(=O)Cc2cc(NC(=O)Nc3ccccc3)ccc2O[C@@H]1CN(C)Cc1ccc(Oc2ccccc2)cc1,0.3
CN(C)C(=O)C[C@@H]1C[C@H]2c3cc(NC(=O)CC4CC4)ccc3O[C@H]2[C@@H](CO)O1,-0.2
C[C@H]1CN([C@@H](C)CO)S(=O)(=O)c2ccc(-c3ccc(C(=O)N(C)C)cc3)cc2O[C@H]1CN(C)C(=O)Cc1ccccn1,-1.3
CCCNC(=O)N1[C@H](CNC(=O)c2ccc(F)cc2)[C@@H](c2ccccc2)[C@@H]1CO,-1.4
C[C@H](O)C#Cc1ccc([C@H]2[C@H](CO)N3CCCCN(S(=O)(=O)c4ccccc4)C[C@@H]23)cc1,-0.5
C[C@@H]1CN([C@H](C)CO)C(=O)c2cc(NS(=O)(=O)c3cccs3)ccc2O[C@@H](C)CCCCO[C@H]1CN(C)C(=O)Nc1ccc(F)cc1,-1.5
C[C@H](CO)N1C[C@H](C)[C@@H](CN(C)C(=O)c2ccncc2)OCCCC[C@H](C)Oc2ccc(NS(=O)(=O)c3ccccc3)cc2C1=O,-0.9
COCCNC(=O)C[C@@H]1CC[C@H]2[C@@H](COC[C@H](O)CN2C(=O)c2cc(Cl)cc(Cl)c2)O1,-0.4
CO[C@H]1CN(C)C(=O)c2cc(NC(=O)c3ccccc3F)ccc2OC[C@H](C)N(C(=O)c2ccccc2F)C[C@@H]1C,0.4
Cc1ccc(-c2ccc3c(c2)O[C@@H](CN(C)Cc2cccnc2)[C@@H](C)CN([C@@H](C)CO)S3(=O)=O)cc1,0.2
C[C@H](CO)N1C[C@H](C)[C@@H](CN(C)S(=O)(=O)c2ccc(-c3ccccc3)cc2)OCc2cnnn2CCCC1=O,-2.3
C=CC[C@@]1(C(=O)NCCCOC)N=C(c2ccc(OCCCO)cc2)O[C@@H]1c1ccccc1,0.3
O=C(c1ccccc1)N1CC(=O)N2[C@H](CO)[C@@H](c3ccc(C#Cc4ccccc4)cc3)[C@H]2C1,-8.6
COc1ccc(C#Cc2ccc3c(c2)O[C@H](CN(C)C(=O)c2ccccn2)[C@@H](C)CN([C@H](C)CO)S3(=O)=O)cc1,-0.1
CN(C)C(=O)c1cccc(-c2ccc3n(c2=O)C[C@@H]2[C@@H](CO)[C@H](C(=O)NCC(F)(F)F)[C@H]3N2C)c1,1.0
O=C(NCC[C@H]1CC[C@@H](NS(=O)(=O)c2cccc(F)c2)[C@H](CO)O1)c1cnccn1,0.2
C[C@H](O)C#Cc1cnc2c(c1)C(=O)N([C@H](C)CO)C[C@@H](C)[C@@H](CN(C)C(=O)c1ccccc1F)O2,0.8
C[C@@H]1CN([C@H](C)CO)C(=O)c2cc(NS(=O)(=O)c3cccs3)ccc2O[C@@H]1CN(C)Cc1ccc(C(=O)O)cc1,0.2
C[C@@H]1CN([C@H](C)CO)C(=O)c2cc(NC(=O)Nc3cccc4ccccc34)ccc2O[C@H]1CN(C)Cc1ccc(-c2ccccc2)cc1,-0.3
CO[C@@H]1CN(C)C(=O)c2cc(NC(=O)c3ccccc3F)ccc2OC[C@@H](C)N(C(C)=O)C[C@H]1C,-0.8
COc1ccc(CN(C)C[C@H]2Oc3ccc(NC(=O)Nc4ccc(C(F)(F)F)cc4)cc3C(=O)N([C@@H](C)CO)C[C@H]2C)cc1,-0.3
C[C@H](CO)N1C[C@H](C)[C@@H](CN(C)C(=O)C2CCOCC2)Oc2cc(-c3ccc(C(=O)N(C)C)cc3)ccc2S1(=O)=O,1.7

# By substructure: the compounds so far containing two or more sulfur atoms.
SMILES,TcdB GH inh
COc1ccc(S(=O)(=O)Nc2cccc3c2O[C@H](CN(C)S(=O)(=O)c2cccs2)[C@H](C)CN([C@H](C)CO)C3=O)cc1,-0.9
C[C@@H]1CN([C@H](C)CO)C(=O)c2cccc(NC(=O)c3ccc(-c4nccs4)cc3)c2O[C@@H]1CN(C)S(=O)(=O)c1ccccc1,-0.1
Cc1noc(C)c1S(=O)(=O)N(C)C[C@@H]1OCCCC[C@H](C)Oc2ccc(NS(=O)(=O)c3ccccc3)cc2C(=O)N([C@H](C)CO)C[C@H]1C,0.8
O=S(=O)(Cc1ccccc1)NCC[C@@H]1CC[C@@H](NS(=O)(=O)c2ccccc2)[C@H](CO)O1,0.4
C[C@@H]1CN([C@H](C)CO)C(=O)c2cc(NS(=O)(=O)c3cccs3)ccc2O[C@@H](C)CCCCO[C@H]1CN(C)C(=O)Nc1ccc(F)cc1,-1.5
C[C@@H]1CN([C@H](C)CO)C(=O)c2cc(NS(=O)(=O)c3cccs3)ccc2O[C@@H]1CN(C)Cc1ccc(C(=O)O)cc1,0.2

# Remaining list, next part
SMILES,TcdB GH inh
CC(C)NC(=O)N(C)C[C@@H]1OCCCC[C@H](C)Oc2ccc(NS(=O)(=O)c3ccc(Cl)cc3)cc2C(=O)N([C@H](C)CO)C[C@@H]1C,-0.1
C[C@H]1CN([C@@H](C)CO)C(=O)c2cc(NC(=O)NC3CCCCC3)ccc2O[C@@H]1CN(C)Cc1ccc(-c2ccccc2)cc1,1.0
C[C@@H]1CN([C@H](C)CO)C(=O)Cc2cc(NC(=O)C3CCCCC3)ccc2O[C@H]1CN(C)S(C)(=O)=O,-0.8
COc1ccc2c3c(n(C)c2c1)[C@H](CO)N(C(=O)c1cccc(F)c1)CC31CN(CC2CC2)C1,1.0
Cc1ccccc1S(=O)(=O)N1CC(=O)N2[C@@H](CO)[C@@H](c3ccc(C#CCC4CCCC4)cc3)[C@@H]2C1,0.1
Cc1ccccc1S(=O)(=O)N1[C@@H]2CNC[C@H]1C2c1ccc(-c2ccccc2)cc1 (some centres undefined),-0.1&0.7
